High-throughput results deposited in PubChem by several laboratories.
STEP block – blocks human striatal-enriched tyrosine phosphatase; 0.25% of 360,000 active; inhibition, % at 20 µM; recombinant STEP, OMFP fluorogenic substrate, fluorescence; P54829;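 active means inhibition at 20 µM, scaled per plate between control wells, above about 37%, limit read from the data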;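 further: 0% = DMSO with enzyme and substrate and 100% = substrate only without enzyme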
Target sequence (P54829 whole entry, looked up): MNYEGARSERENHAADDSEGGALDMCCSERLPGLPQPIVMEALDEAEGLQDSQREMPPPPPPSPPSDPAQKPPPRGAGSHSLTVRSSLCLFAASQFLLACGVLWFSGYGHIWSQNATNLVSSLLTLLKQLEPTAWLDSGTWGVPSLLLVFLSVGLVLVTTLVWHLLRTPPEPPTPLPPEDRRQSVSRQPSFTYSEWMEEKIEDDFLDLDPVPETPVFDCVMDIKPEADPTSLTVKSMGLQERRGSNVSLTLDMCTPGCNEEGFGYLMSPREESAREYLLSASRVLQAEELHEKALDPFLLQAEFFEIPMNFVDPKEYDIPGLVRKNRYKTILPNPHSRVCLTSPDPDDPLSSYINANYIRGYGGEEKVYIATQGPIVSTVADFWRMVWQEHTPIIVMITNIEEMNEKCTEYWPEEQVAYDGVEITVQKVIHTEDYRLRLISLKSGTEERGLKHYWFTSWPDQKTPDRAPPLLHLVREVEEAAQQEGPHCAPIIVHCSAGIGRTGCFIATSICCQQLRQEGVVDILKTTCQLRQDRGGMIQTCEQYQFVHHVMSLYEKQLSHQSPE
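medium = Bis-Tris buffer pH 6.0, 2.5 mM DTT, 0.005% Tween 20 | test system = STEP (striatal-enriched tyrosine phosphatase) enzyme, cell-free | measure = normalized % inhibition | compound dosing = 20 µM, 1% DMSO | also added = 25 µM OMFP | schedule = reaction 20 min, ambient temperature | measured by = fluorescence read at 480 nm ex / 540 nm em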
Rpn11 inh – inhibitors of human proteasome Rpn11 | calls only at 20 µM | 0.59% of 360,000 active | human 26S proteasome, Ub4-pepOG fluorescence polarization; 20S core pre-blocked with epoxomicin | O00487;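 active means inhibition at 20 µM, scaled to each plate's controls, above about 33%, limit read from the data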
MsrA inh – inhibitors of bovine MsrA | inhibition, % at 15.5 µM | 0.75% of 360,000 active | purified bovine MsrA, absorbance read-out; in the data active means inhibition above about 4.5%;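 further: 0% = vehicle wells with enzyme and 100% = reference inhibitor wells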
NadD block – inhibitors of Staphylococcus aureus NadD. purified NadD enzyme, colorimetric absorbance read-out. 0.78% of 360,000 active. inhibition, % at 20 µM; in the data active means inhibition above about 26%; further: some compounds past the cut are filed as inactive
LMPTP inh – blocks human LMPTP phosphatase; P24666; recombinant LMPTP-A, OMFP fluorogenic substrate, fluorescence intensity; inhibition, % at 20 µM; 0.22% of 360,000 active; AID 651560;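 active means compounds that cut the enzyme signal by at least half of the control window in the single-dose screen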;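 further: plate controls were DMSO wells with enzyme plus substrate for no effect and substrate without enzyme for full effect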
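Test system – LMPTP-A enzyme · Amount – LMPTP-A at 0.625 nM final in the reaction · Buffer or medium – Bis-Tris pH 6.0, DTT, detergent · Reagent – OMFP 400 µM · Doses – single 20 µM dose · Schedule – reaction 50 min, room temperature, dark · Detection – fluorescence intensity of OMFP turnover product · Evaluation – percent inhibition versus substrate-only and uninhibited controls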
CSN inh – CSN deneddylation inhibition. Purified CSN, SCF-Nedd8-OG deneddylation, fluorescence polarization. inhibition, % at 12.5 µM. 0.38% of 360,000 active. AID 651999;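 active means pattern-corrected inhibition above about 35%, with an unprinted fluorescence ratio check between 0.5 and 1.5, limit read from the data, passing the limit was not always enough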;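 further: 0% = enzyme with substrate and 100% = substrate without enzyme; some results filed as inactive read as strong as hits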
Target sequence (Q92905 whole entry, looked up, one chain of several): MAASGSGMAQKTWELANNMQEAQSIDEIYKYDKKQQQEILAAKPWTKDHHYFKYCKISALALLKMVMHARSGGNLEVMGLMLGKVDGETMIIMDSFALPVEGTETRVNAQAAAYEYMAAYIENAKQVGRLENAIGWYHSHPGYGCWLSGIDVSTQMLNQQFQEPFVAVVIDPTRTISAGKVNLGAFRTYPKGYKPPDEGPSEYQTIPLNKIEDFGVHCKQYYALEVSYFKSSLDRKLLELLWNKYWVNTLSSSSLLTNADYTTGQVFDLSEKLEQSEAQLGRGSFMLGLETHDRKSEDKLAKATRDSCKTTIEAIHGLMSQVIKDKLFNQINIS
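test system = HEK293T-derived human Csn5 enzyme | amount = 0.24 nM Csn5 enzyme, final concentration | medium = Tris/NaCl/DTT buffer, pH 7.5 | schedule = 90 min reaction at room temperature | signal = FP | evaluation = inhibition of Csn5 cleavage, % | compound dosing = single dose of 12.5 µM compound with 0.25% DMSO | probe or stimulus = 10 nM SCFSkp2-Nedd8OG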
TbMetRS inhib – blocks T. brucei methionyl-tRNA synthetase activity. purified T. brucei MetRS, ATP depletion, Kinase-Glo luminescence. inhibition, % at 11.9 µM. 0.4% of 360,000 active;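 active means inhibition above a per-plate cutoff of the control wells' mean inhibition plus 3 SD, cut at about 5.5% in these data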;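 further: 0% = DMSO wells median and 100% = median of wells with control inhibitor compound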
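Test system: purified T. brucei MetRS enzyme. Also added: ATP, methionine and E. coli bulk tRNA substrates. Compound: 11.9 µM single point. Schedule: 15 min enzyme-compound preincubation, 2 h reaction, 10 min detection, 25 °C. Signal: luciferase luminescence of residual ATP, Kinase-Glo. Evaluation: percent inhibition versus plate control medians. Controls: DMSO wells, low control.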
DNMT1 inh – DNMT1 (human) enzyme inhibition. P26358. DNMT1 molecular beacon, Hinp1I cleavage, fluorescence. inhibition (reported as % activation of signal), % at 10 µM. 0.83% of 360,000 active. AID 588458; in the data active means inhibition above about 50%
Scp-1 inhibitor – Scp-1 (human) phosphatase inhibition | AID 493091 | Q9GZU7 | Recombinant Scp1, phosphopeptide, malachite green phosphate absorbance | inhibition, % at 20 µM | 0.88% of 340,000 active;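 active means inhibition above about 50% at 20 µM, limit read from the data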;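 further: plate controls were DMSO wells with enzyme for no effect and wells lacking enzyme for full effect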
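Test system: SCP-1 phosphatase catalytic domain, residues 76-261; measured by: colorimetric phosphate reagent with accelerator and stabiliser, absorbance at 630 nm; timing: enzyme reaction 45 min at room temperature, colour 5 min, stabilisation 30 min; also added: Phosphorylated 17-residue peptide substrate; compound dosing: one concentration, 20 µM, with 1.0% DMSO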
SUMO1-SIM PPI – modulators of human SUMO1-mediated protein-protein interactions; inhibition, % at 20 µM; 0.33% of 360,000 active; P63165; SUMO1 binding to a labelled peptide, TR-FRET, 1 h; in the data active means inhibition above about 37%
Target sequence (P63165 whole entry, looked up): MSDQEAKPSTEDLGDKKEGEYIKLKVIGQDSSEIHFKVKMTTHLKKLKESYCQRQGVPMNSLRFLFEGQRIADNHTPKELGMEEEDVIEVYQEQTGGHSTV
* marks the source's active call; other numbers are inactive results; i = inactive; . = not tested or not shown.

Structure | STEP block | Rpn11 inh | MsrA inh | NadD block | LMPTP inh | CSN inh | TbMetRS inhib | DNMT1 inh | Scp-1 inhibitor | SUMO1-SIM PPI
CCCn1nc(NC(=O)C2CCCO2)c2cc3cc(C)ccc3nc21 (stereo not drawn) | 4 | i | 1.2 | 0 | 0.2 | 2 | -0.2 | -3 | -6 | -13
CC(=O)c1c(C)[nH]c(C(=O)NC2CCSc3ccccc32)c1C (stereo not drawn) | -3 | i | 2.5 | 0 | 0.6 | 1 | -0.2 | -1 | -2 | 6
Brc1ccc(/C=N/Nc2nc3ccccc3o2)cc1 | 1 | i | -0.5 | -2 | 0.4 | -7 | -0.3 | 7 | 5 | 3
CCC(=O)c1ccc(OCC(=O)NCC2COc3ccccc3O2)cc1 (stereo not drawn) | 4 | i | 0.2 | -3 | -0.9 | -5 | -0.2 | 0 | -5 | -1
Nc1nonc1-n1nnc(C(=O)N/N=C/c2ccncc2)c1CSc1ccc(Cl)cc1 | -3 | i | 0.3 | 9 | 4.9 | 3 | -0.7 | -1 | -9 | 3
O=C(Nc1cc(Cl)ccc1Oc1ccccc1)C1=COCCO1 | 1 | i | 0.6 | -10 | 2.7 | -1 | -0.2 | 4 | -10 | 4
O=C(CN1CCN(Cc2ccccc2)CC1)Nc1ccc(F)c(F)c1 | -1 | i | 1.4 | 5 | -1.0 | -1 | -0.6 | 0 | -4 | 3
O=C(N/C(=C/c1ccc([N+](=O)[O-])cc1)C(=O)N1CCCC1)c1ccccc1 | 0 | i | 1.9 | 1 | -0.4 | -1 | 0.0 | 1 | -2 | -26
COc1ccc(O)c(/C=N/Nc2nc(C)cc(-c3ccccc3)n2)c1 | -4 | i | 0.2 | 4 | 3.2 | -1 | 0.1 | -4 | -7 | 2
COc1cc(C(=O)NCCC(=O)NCc2cccs2)cc(OC)c1OC | 3 | i | -1.3 | 1 | -0.5 | 2 | -0.1 | 4 | . | 2
CCOP(=O)(OCC)C1NC(=O)N(c2ccccc2)C1=O (stereo not drawn) | -1 | i | 1.5 | 1 | -1.5 | -1 | -0.8 | 2 | 0 | -1
COc1cc(/C=N/NC(=O)CSCc2ccc([N+](=O)[O-])cc2)cc(OC)c1OC | -2 | i | 0.5 | -2 | -1.4 | 5 | 0.1 | 1 | -2 | -14
CCNC(=S)Nn1cnc2ccccc21 | 0 | i | -0.8 | -6 | 1.5 | 4 | -0.5 | 1 | -2 | 5
CC(C)NC(=O)c1nc2ccccc2s1 | 1 | i | -0.8 | -2 | -0.6 | -5 | 0.7 | 0 | 10 | 1
CCOC(=O)C1=C(CC)OC(N)=C(C#N)C1c1ccsc1 (stereo not drawn) | -1 | i | 3.6 | 4 | 0.4 | -12 | 1.2 | -6 | 1 | -9
O=C(NCc1cnn(-c2ccccc2)c1)C1CCC(=O)N(C2CC2)C1 (stereo not drawn) | -1 | i | -0.7 | 4 | -1.9 | 4 | -0.2 | 1 | -6 | 2
O=C(Cn1ncc2c3ccccc3n(Cc3ccccc3)c2c1=O)NC1CCCC1 | -1 | i | 1.4 | 3 | -1.2 | -4 | -0.1 | 10 | -8 | -4
CC(=O)c1ccc(NC(=O)CSC2=NS(=O)(=O)c3cc(Cl)ccc3N2)cc1 | 1 | i | -1.2 | 1 | 0.3 | -5 | 1.4 | 3 | 4 | 8
Cc1ccc(NC2=C(Cl)C(=O)OC2OC(=O)c2ccc(C)cc2)cc1 (stereo not drawn) | 1 | i | 0.3 | -1 | 2.3 | 4 | -0.3 | -1 | -3 | -1
Cc1c(OCC(=O)NCCCN2CCCC2=O)ccc2c3c(c(=O)oc12)CCCC3 | -1 | i | 1.7 | 3 | -0.7 | -1 | -1.1 | 0 | 2 | 2
Cc1cccc(N2C(=O)CCC2=O)c1 | 0 | i | -0.3 | -3 | -2.1 | -3 | -0.7 | 4 | -2 | 2
CCCn1c(-c2nonc2N)nc2ccccc21 | -1 | i | -1.1 | -4 | -1.9 | 0 | -0.1 | 3 | -2 | 2
Cc1c(C(=O)NCCC2=CCCCC2)cccc1[N+](=O)[O-] | -2 | i | -0.3 | -10 | 0.3 | 3 | -0.2 | -2 | -11 | -3
CCN(CC)C(=S)SCC(=O)Nc1nc(-c2ccccc2)c(-c2ccccc2)o1 | -1 | i | -0.2 | 8 | 3.7 | 5 | -1.3 | 2 | -13 | 4
CC(C)=CCN1CCN(Cc2coc3ccc(C)cc3c2=O)CC1CCO (stereo not drawn) | 2 | i | -0.1 | 0 | -0.9 | -1 | -0.5 | -5 | -5 | -3
CCOc1ccc(OCCCN(C)C)cc1 | -3 | i | -0.3 | 6 | -2.7 | 0 | -0.3 | 0 | -8 | -3
O=C1c2ccccc2C(Nc2ccc3c(c2)OCCO3)N1c1ccccn1 (stereo not drawn) | -1 | i | 0.1 | 4 | 1.1 | 3 | -0.9 | 1 | 4 | 1
COc1ccc(NC(=O)CC2C(=O)NC3CCCCC3N2C(=O)c2ccc(F)cc2)cc1 (stereo not drawn) | -8 | i | -0.2 | -8 | -1.7 | 3 | -1.3 | 4 | 4 | 3
O=C1Cc2ccccc2C(=O)N1 | . | . | -2.7 | 4 | 12 | 35* | 22* | . | . | 20
CCCCOc1ccc(CSC(=N)N)cc1[N+](=O)[O-] | 0 | i | -0.9 | -9 | 1.1 | 7 | -0.2 | 2 | -4 | -9
CCCCNC(=O)C1CCN(Cc2ccc(OCc3ccccc3)c(OC)c2)CC1 | -4 | i | -0.2 | -4 | -0.5 | 0 | -0.9 | 3 | 5 | 4
COC(=O)c1ccc(C(=O)Nc2ccc(F)cc2)cc1 | -1 | i | -0.6 | -3 | -0.2 | 0 | 0.0 | -3 | -3 | 2
COc1ccc(S(=O)(=O)NC(C)C)cc1C(=O)N1CCOCC1 | -1 | i | 1.3 | -9 | -2.4 | 10 | -1.3 | -3 | -4 | 3
O=[N+]([O-])c1ccccc1S(=O)(=O)Nc1ccc(S(=O)(=O)Nc2nccs2)cc1 | 2 | i | -1.4 | -6 | 0.5 | -1 | -1.2 | 2 | 10 | -12
CC(Cc1c[nH]c2ccccc12)C(=O)N1CCN(c2ccccc2F)CC1 (stereo not drawn) | -1 | i | 0.3 | -8 | -0.5 | 0 | -0.1 | 2 | 5 | -1
Cc1ccc(S(=O)(=O)CCC(=O)OCC(=O)c2c[nH]c3ccccc23)cc1 | -4 | i | -0.1 | -3 | 0.2 | -7 | 4.0 | -8 | -12 | -1
COc1cc(C2C(C(=O)c3cc4ccccc4o3)=C(O)C(=O)N2CCN2CCOCC2)ccc1OCCC(C)C (stereo not drawn) | 3 | i | 1.8 | 13 | 2.4 | 2 | -0.5 | -5 | -6 | -7
CCOC(=O)c1nn(-c2ccccc2)c(=O)cc1OCC(=O)Nc1cc(C)ccc1OC | 3 | i | 0.6 | 5 | -0.8 | 2 | -0.3 | 19 | -1 | -6
CCOC(=O)c1sc2nc(CC(=O)OC)nc(NCC(=O)OC)c2c1C | -2 | i | 2.0 | 2 | -0.6 | -1 | -0.8 | 4 | 0 | -5
CC(C)(C)c1ccc(C(O)c2ncc(-c3ccc(F)cc3)[nH]2)cc1 (stereo not drawn) | 1 | i | 3.0 | 4 | 1.3 | 3 | -0.4 | 4 | . | 2

Complete entries, looked up by structure. Values in the order: STEP block, Rpn11 inh, MsrA inh, NadD block, LMPTP inh, CSN inh, TbMetRS inhib, DNMT1 inh, Scp-1 inhibitor, SUMO1-SIM PPI
CC(Cc1c[nH]c2ccccc12)C(=O)N1CCN(c2ccccc2F)CC1 (stereo not drawn) across the screens: -1, i, 0.3, -8, -0.5, 0, -0.1, 2, 5, -1
O=C1c2ccccc2C(Nc2ccc3c(c2)OCCO3)N1c1ccccn1 (stereo not drawn) across the screens: -1, i, 0.1, 4, 1.1, 3, -0.9, 1, 4, 1
CCCCNC(=O)C1CCN(Cc2ccc(OCc3ccccc3)c(OC)c2)CC1 across the screens: -4, i, -0.2, -4, -0.5, 0, -0.9, 3, 5, 4
Cc1ccc(S(=O)(=O)CCC(=O)OCC(=O)c2c[nH]c3ccccc23)cc1 across the screens: -4, i, -0.1, -3, 0.2, -7, 4.0, -8, -12, -1
CCN(CC)C(=S)SCC(=O)Nc1nc(-c2ccccc2)c(-c2ccccc2)o1 across the screens: -1, i, -0.2, 8, 3.7, 5, -1.3, 2, -13, 4

Further records.
Structure | STEP block | Rpn11 inh | MsrA inh | NadD block | LMPTP inh | CSN inh | TbMetRS inhib | DNMT1 inh | Scp-1 inhibitor | SUMO1-SIM PPI
CC(C)(C)n1nnnc1C(c1cccs1)N1CCCc2ccccc21 (stereo not drawn) | 0 | i | -0.3 | -7 | 1.8 | -2 | -0.5 | 0 | -6 | 0
CCN(C(=O)c1ccc2c(=O)n3c(nc2c1)CCCCC3)c1ccccc1C | -2 | i | -0.5 | 1 | -0.2 | -2 | -0.1 | 2 | 0 | 2
CCOc1cc(CNc2ccc(S(N)(=O)=O)cc2)cc(Cl)c1OC | -3 | i | -1.6 | 0 | -1.2 | -9 | -0.9 | 1 | -2 | 0
Cc1sc2nc(C(C)C)nc(SCC(=O)N3CCOCC3)c2c1C | -1 | i | 0.4 | -12 | 0.8 | 2 | -0.1 | 1 | -8 | 1
CCOC(=O)Cc1csc(NC(=O)/C=C\c2ccccc2Cl)n1 | 0 | i | 2.5 | -4 | 1.4 | -1 | -0.2 | -1 | -11 | -10
Cc1cc(C)cc(C(O)c2ncc(-c3ccccc3C(F)(F)F)[nH]2)c1 (stereo not drawn) | 0 | i | -0.1 | -2 | 0.6 | -2 | 0.9 | -2 | . | 7
Cn1c(=O)n(C)c2cc(/C=N/NC(=O)c3ccc(Cl)cc3Cl)ccc21 | 2 | i | 3.5 | -4 | -0.3 | -3 | -0.1 | -3 | -4 | 1
Cc1cnc(C)c(Nc2nc(C(N)CCc3ccccc3)cs2)n1 (stereo not drawn) | -2 | i | 0.3 | 4 | -0.4 | 5 | -0.1 | -3 | . | -14
C=CCn1c(-c2csc3c2CCC(C)C3)n[nH]c1=S (stereo not drawn) | -2 | i | -0.8 | 6 | 0.0 | -1 | -0.5 | 0 | 0 | -2
